BaF3 parental: reduces parental Ba/F3 cell viability, JAK2V617F counter-screen; AID 1486; inhibition, % at 5.6 µM; CellTiter-Glo ATP luminescence; actives 1.1% (n = 220,000);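 active = inhibition above a per-campaign cutoff, the mean inhibition of all tested compounds plus 3 SD, cut at about 27% in these data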;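 note: 0% = DMSO wells and 100% = JAK Inhibitor I control wells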
CHOP inh: inhibitors of CHOP induction in ER stress response | CHO-K1 CHOP-promoter luciferase, tunicamycin-induced, 15-18 h | inhibition, % at 10 µM | actives 3.8% (n = 220,000);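 active = compounds that reduced the stress-induced luciferase reporter signal by more than about 70% of percent inhibition, limit read from the data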;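 note: 0% = tunicamycin plus vehicle and 100% = wells without tunicamycin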
NPY-Y1 PAM-ag: potentiators or agonists of human neuropeptide Y receptor Y1; P25929; NPY-Y1 expressing cells, potentiator/agonist activation; activation, % at 3.6 µM; actives 0.37% (n = 220,000); in the data active = activation above about 33%, passing the limit was not always enough;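 note: cells stimulated with NPY at EC10 then isoproterenol at EC100; 0% = low agonist plus stimulus and 100% = saturating agonist plus stimulus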
S1P4 antagonist: blocks the human S1P4 receptor; O95977; S1P4-expressing cells, antagonist mode, reporter read-out; inhibition, % at 4.98 µM; actives 0.26% (n = 220,000); AID 1510; in the data active = inhibition above about 29%;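 note: 0% = wells stimulated with agonist and 100% = vehicle wells without agonist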
Target sequence (O95977 whole entry, looked up): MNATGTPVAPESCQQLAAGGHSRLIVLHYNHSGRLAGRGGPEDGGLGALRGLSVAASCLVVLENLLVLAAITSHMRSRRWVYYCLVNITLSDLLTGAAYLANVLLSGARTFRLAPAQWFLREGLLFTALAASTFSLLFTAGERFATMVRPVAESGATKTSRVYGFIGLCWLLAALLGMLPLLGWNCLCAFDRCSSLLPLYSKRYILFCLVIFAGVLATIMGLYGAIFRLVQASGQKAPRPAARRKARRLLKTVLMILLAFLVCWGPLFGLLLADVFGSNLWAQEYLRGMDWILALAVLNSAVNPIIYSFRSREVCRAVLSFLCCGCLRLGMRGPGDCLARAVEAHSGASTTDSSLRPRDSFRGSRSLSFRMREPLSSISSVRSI
NPY-Y2 PAM-ag: potentiates or activates human NPY-Y2 receptor; P49146; cells expressing NPY-Y2, potentiator/agonist read-out; activation, % at 3.6 µM; actives 0.45% (n = 220,000); in the data active = activation above about 27%;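 note: cells stimulated with NPY near EC25 plus isoproterenol at EC100; 0% = vehicle plus submaximal agonist and 100% = vehicle plus saturating agonist; some results beyond the cut were filed as inactive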
Target sequence (P49146 whole entry, looked up): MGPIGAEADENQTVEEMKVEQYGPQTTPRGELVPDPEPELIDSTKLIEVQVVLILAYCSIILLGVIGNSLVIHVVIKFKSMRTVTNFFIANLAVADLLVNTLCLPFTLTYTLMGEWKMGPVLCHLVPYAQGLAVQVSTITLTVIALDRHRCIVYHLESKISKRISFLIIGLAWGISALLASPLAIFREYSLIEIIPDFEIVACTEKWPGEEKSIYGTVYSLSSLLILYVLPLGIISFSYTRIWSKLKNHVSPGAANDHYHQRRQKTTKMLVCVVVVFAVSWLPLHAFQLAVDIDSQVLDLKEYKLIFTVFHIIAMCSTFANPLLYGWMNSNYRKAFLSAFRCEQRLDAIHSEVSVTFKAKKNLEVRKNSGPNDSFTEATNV
NPY Y1 blocker: NPY-Y1 (human) receptor antagonism | inhibition, % at 3.6 µM | AID 1040 | actives 1% (n = 200,000) | P25929 | HEK293-CNG Y1 cells, membrane potential fluorescence; NPY at EC95, then isoproterenol;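 active = inhibition above the campaign mean inhibition of all tested compounds plus 3 SD, cut at about 20% in these data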;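 note: 0% = DMSO wells given NPY plus isoproterenol and 100% = isoproterenol alone without NPY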
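Material: HEK293 Y1/CNG channel cell line; also added: NPY (25 nM), isoproterenol (1 µM), Ro 20-1724 (25 µM); doses: one concentration, 3.6 µM, in 0.4% DMSO; schedule: compound incubation 1 h at room temperature, readout 45 min post-stimulation; technique: membrane potential fluorescence; measure: fluorescence ratio normalized to % inhibition between controls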
Ba/F3 V617F tox: loss of viability in JAK2V617F-driven Ba/F3 cells. Ba/F3 EpoR-JAK2V617F viability, ATP luminescence. actives 1.1% (n = 220,000). inhibition, % at 5.6 µM;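 active = inhibition above the campaign mean plus 3 SD over all tested compounds, cut at about 24% in these data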;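 note: cytokine-independent growth of Ba/F3 cells driven by EpoR plus mutant JAK2; 0% = DMSO-treated cells and 100% = JAK inhibitor I control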
S1P4 ag: activates the human S1P4 receptor | AID 1509 | actives 0.35% (n = 220,000) | O95977 | S1P4-expressing cell line, agonist reporter assay | activation, % at 4.98 µM; in the data active = activation above about 11%;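 note: 0% = DMSO vehicle and 100% = reference agonist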
NCF1 inh: inhibitors of human p47phox binding. AID 1274. P14598. actives 0.53% (n = 220,000). p47phox/p22phox peptide binding, fluorescence polarization, 2 h. inhibition, % at 24.7 µM;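 active = inhibition above about 30%, limit read from the data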;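 note: 0% = p47phox with labelled peptide and 100% = labelled peptide alone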
* hit, by the source's call; / = no result given.

SMILES	BaF3 parental	CHOP inh	NPY-Y1 PAM-ag	S1P4 antagonist	NPY-Y2 PAM-ag	NPY Y1 blocker	Ba/F3 V617F tox	S1P4 ag	NCF1 inh
Cc1cc(C)nc(/N=C2/NC(=O)CS2)n1	-2	6	12	4	3	-5	-2	-1.5	-8
Oc1c(Cl)cc(Cl)cc1/C=N/NC(=S)NC1CC2C=CC1C2 (stereo not given)	0	10	26	24	4	/	-2	4.2	-7
CCn1c(CSc2nc(C)cc(C)n2)nnc1SCC(N)=O	0	-8	-5	-12	-19	4	-2	0.2	1
COc1cc(OC)cc(C(=O)NC(C(=O)NCCN(C)C)C23CC4CC(CC(C4)C2)C3)c1 (stereo not given)	3	21	-31	-1	-15	9	1	-3.4	-7
COc1ccc(C(c2nnnn2Cc2cccs2)N2CCN(c3ccccc3F)CC2)cc1 (stereo not given)	-3	11	17	8	10	2	-4	-0.8	-11
O=C(NCC1CCCO1)c1ccc2ccccc2n1 (stereo not given)	4	-8	-19	0	1	3	-3	-2.0	-10
COc1cc(/C=C(\C#N)c2nc3ccccc3n2C)cc(OC)c1O	4	17	-6	-2	-1	7	0	1.0	-45
COC(=O)c1ccc(NC2=C(Cl)C(=O)OC2OC(=O)c2ccccc2)cc1 (stereo not given)	8	15	-17	9	8	3	2	1.7	-2
O=C(Nc1ccc2nc(-c3cccnc3)[nH]c2c1)c1ccccc1F	0	24	1	-27	4	3	-4	0.7	-23
COC(=O)c1ccc(NC(=O)CCc2c(C)nc3ncnn3c2C)cc1	2	2	2	-3	-5	6	-2	-0.6	-3
COc1ccc(CC(=O)Nc2sc(Cc3ccccc3)c(C)c2C(N)=O)cc1	-3	38	8	-5	-2	3	0	0.1	-16
O=C(Nc1cc(S(=O)(=O)N2CCOCC2)ccc1N1CCOCC1)c1ccc(Cl)nc1	-5	26	20	-8	-2	/	0	1.2	-10
CCOC(=O)c1ccccc1OCc1cc(/C=N/NC(=O)c2ccncc2)ccc1OC	-1	17	8	-17	-17	/	-3	2.2	-12
O=C(Nc1ccc(Cl)cc1)NC1CCCCC1	8	19	9	1	-14	-3	-1	-2.0	-2
O=C(CCn1nc(-c2ccc(Cl)cc2)c2ccccc2c1=O)NCC1CCCO1 (stereo not given)	0	39	-17	9	-17	3	-1	1.9	-7
O=C(O)C1C2C=CC(C2)C1C(=O)NCCCN1CCOCC1 (stereo not given)	-3	14	15	-2	5	4	-3	-1.0	-6
COc1ccc(C2C(C#N)=C(/N=C/N3CCN(C)CC3)OC3=C2C(=O)CC(C)(C)C3)cc1 (stereo not given)	2	18	-10	-14	7	1	-2	-1.3	-8
CCCCc1nc2ccccc2n1CC(=O)NN	3	-14	-8	-9	1	-1	-1	-1.0	-11
O=C(O)c1ccc(-c2nc(-c3ccccc3Cl)cs2)cc1	11	2	3	3	0	-3	2	-0.8	3
CCCc1ccc(S(=O)(=O)NCCc2ccncc2)cc1	2	66	-6	-2	-1	0	-4	1.7	-14
CC(C)C[C@H](NC(=O)c1nc[nH]c1C(=O)NC1CCN(C(=O)OC(C)(C)C)CC1)C(=O)OCc1ccccc1	0	30	30	3	44*	-10	1	2.1	/
CCOC(=O)Nc1ccc2c(c1)nc(CN1CCOCC1)n2C	13	-17	-8	-14	-28	-2	8	-0.7	-8
O=S(=O)(Cc1cc(-c2ccc(Cl)cc2)no1)c1ccccc1	-2	68	-7	-9	-3	2	5	0.9	-12
COc1ccc(/C=C2\CCn3c2nc2cc(C(=O)O)ccc2c3=O)cc1OC	3	0	2	-7	8	/	3	2.7	7
NNC(=O)C(=O)Nc1ccc(O)cc1	-3	7	-4	-4	-6	/	3	0.1	4
CNC(=O)C1CC(=O)N(CCc2ccc(OC)cc2)C(=Nc2ccc(OC)cc2)S1 (stereo not given)	0	18	25	0	3	-1	-4	0.1	-9
CCCCc1c(O)nc(SCC(=O)c2ccccc2)[nH]c1=O	2	18	-23	-8	5	7	-4	-0.1	-3
COc1cccc(Nc2ncccc2C(=O)O)c1	-3	10	12	-13	0	-2	-6	1.1	-8
Cc1cccc(OC2CCN(Cc3nc(CC4CC4)no3)CC2)c1	0	-19	-8	-8	-25	12	-4	0.1	-5
CCc1nc(SCC#N)c(C#N)cc1C	4	21	-3	-10	-8	0	0	23*	-17
CC(=O)Nc1ccc(C(=O)CSc2nnnn2C2CCCC2)cc1	8	2	18	2	4	3	3	3.4	0
Cc1onc(-c2ccccc2)c1-c1ccnn1C(=O)NC(C)C	-1	39	1	-6	-12	/	-1	-1.4	-3
COc1ccc(COCC(O)CN2CCC(CN3C(=O)c4cccc5cccc(c45)C3=O)CC2)cc1OC (stereo not given)	10	33	14	-11	26	4	-1	2.0	-5
Cc1c(CN2CCCCC2)c(O)n(CCCO)c(=O)c1C#N	4	26	4	3	-5	4	2	1.1	-219
Cc1ccc(/C=C/C(=O)N2CCN(c3ncccn3)CC2)o1	1	-16	-19	-3	3	1	3	1.0	-5
CCCCNC(=O)Nc1c(C(=O)OCC)[nH]c2ccccc12	6	-6	13	-20	-19	4	0	1.3	8
CC1Oc2ccccc2N(CC(=O)NCc2cccs2)C1=O (stereo not given)	9	-21	-12	-5	-18	0	1	0.7	2
CCN1CCN(CCCNC(=O)c2ccc3c(c2)NC(=O)c2ccccc2S3)CC1	0	-36	16	4	16	-8	1	-1.4	4
O=C(C(=O)N1CCN(c2ccccc2F)CC1)c1c[nH]c2ccccc12	4	25	4	-6	3	-3	3	-0.3	-4
O=C(O)c1ccc(Oc2ccccc2)o1	2	11	-59	6	-22	/	3	-0.6	-1
N#C/C(=C\c1ccco1)C(=O)Nc1ccc(S(N)(=O)=O)cc1	7	0	0	-49	-6	3	-1	0.2	-30
O=C(NC1CC2CCCC(C1)N2C(=O)NC1CCCCC1)c1ccc(F)cc1 (stereo not given)	3	19	2	-5	-7	6	1	1.4	-9
Cc1cc(C)nc(SCc2nnc(SCC(=O)NCc3ccco3)n2-c2ccccc2)n1	1	11	2	-45	14	-11	-5	1.6	-29
Cc1cccc(-n2ncc3c(NCc4ccc5c(c4)OCO5)ncnc32)c1	4	47	-34	9	-34	4	5	-0.9	-16
CN1CCN(c2ncnc3sc(-c4ccccc4)cc23)CC1	6	9	-23	-21	-15	-1	-1	1.4	-5
COc1ccc2[nH]c(=O)c(CN(C)C(=O)c3ccncc3)cc2c1	-1	-10	16	-12	7	-2	-4	0.3	-13
CCOC(=O)C1=C(C)NC2=C(C(=O)CC(C)(C)C2)C1c1cccc(C)n1 (stereo not given)	5	-12	14	-23	9	3	0	2.5	-7
O=C(Nc1nnc(SCC(=O)N2CCCc3ccccc32)s1)c1ccc2ccccc2c1	7	44	-3	-9	1	8	2	-1.1	-8
COc1ccccc1Oc1ccc2c(c1)C(=O)N(c1ccc(O)cc1)C2=O	2	65	19	-30	23	4	-1	1.7	-17
O=C(CSc1nnnn1-c1ccc(O)cc1)Nc1ccc(N2CCOCC2)c(Cl)c1	10	-166	-24	10	-9	5	6	0.0	-4
NS(=O)(=O)c1ccc(CCNC(=O)c2ccc(Br)s2)cc1	3	8	-26	-13	-5	-2	0	-1.0	-16
CN(Cc1cccs1)CC(O)COCc1ccco1 (stereo not given)	4	13	7	-15	0	-9	0	0.5	-9
COc1ccc(N2C(=O)C3C(c4ccc(C(=O)O)cc4)NC(Cc4ccccc4)(C(=O)O)C3C2=O)c([N+](=O)[O-])c1 (stereo not given)	3	5	4	-9	5	0	2	0.3	-2
O=C(CN1CCN(CC(=O)Nc2ccc(OCc3ccccc3)cc2)CC1)Nc1ccc(F)cc1	0	/	14	0	5	-5	-5	0.5	/
CC(=O)Nc1ccc2sccc2c1	0	-16	28	-23	-2	0	-5	-1.0	1
Cc1ccc(C(=O)CCC(=O)Nc2cccc(C(F)(F)F)c2)cc1C	6	/	-8	-9	-7	11	0	-1.1	/
Cc1cc(C)n2[nH]c(=O)c(N=Nc3cccc(C(F)(F)F)c3)c2n1	6	26	-16	11	-1	-1	4	-2.8	-18
Cc1cccc(NC(=O)CSc2nc3nc(C)cc(C)c3c(=O)[nH]2)c1	12	6	-17	-14	-5	7	-2	0.5	-16
Cc1nnc(-c2cnn(C)c2N)n1CCCN1CCOCC1	8	-7	1	-25	-3	-1	-1	2.4	-6
CC(NC(=O)/C(C#N)=C/c1cn[nH]c1-c1ccccc1)c1ccccc1 (stereo not given)	2	19	-25	5	-12	1	4	-0.6	-4

(further entries)
SMILES	BaF3 parental	CHOP inh	NPY-Y1 PAM-ag	S1P4 antagonist	NPY-Y2 PAM-ag	NPY Y1 blocker	Ba/F3 V617F tox	S1P4 ag	NCF1 inh
CC(Oc1ccccc1)c1ccnn1S(C)(=O)=O (stereo not given)	6	12	14	-7	0	1	-2	-4.4	-11
O=C(NNC(=O)c1ccccc1-n1cccc1)c1ccc(F)cc1	4	25	-8	16	1	3	0	-2.2	-4
CN(C)CCNC(=O)c1scc2c1CCCC2	-4	1	22	-2	-14	/	-2	-1.2	5
CCOC(=O)c1c(C)n(CC(O)CN(C)C)c2cc(Br)c(OC)cc12 (stereo not given)	8	0	-6	0	-2	5	-3	-1.3	-2

Filtered by structure: the entries above with an NH in an aromatic ring.
SMILES	BaF3 parental	CHOP inh	NPY-Y1 PAM-ag	S1P4 antagonist	NPY-Y2 PAM-ag	NPY Y1 blocker	Ba/F3 V617F tox	S1P4 ag	NCF1 inh
O=C(Nc1ccc2nc(-c3cccnc3)[nH]c2c1)c1ccccc1F	0	24	1	-27	4	3	-4	0.7	-23
CC(C)C[C@H](NC(=O)c1nc[nH]c1C(=O)NC1CCN(C(=O)OC(C)(C)C)CC1)C(=O)OCc1ccccc1	0	30	30	3	44*	-10	1	2.1	/
CCCCc1c(O)nc(SCC(=O)c2ccccc2)[nH]c1=O	2	18	-23	-8	5	7	-4	-0.1	-3
CCCCNC(=O)Nc1c(C(=O)OCC)[nH]c2ccccc12	6	-6	13	-20	-19	4	0	1.3	8
O=C(C(=O)N1CCN(c2ccccc2F)CC1)c1c[nH]c2ccccc12	4	25	4	-6	3	-3	3	-0.3	-4
COc1ccc2[nH]c(=O)c(CN(C)C(=O)c3ccncc3)cc2c1	-1	-10	16	-12	7	-2	-4	0.3	-13
Cc1cc(C)n2[nH]c(=O)c(N=Nc3cccc(C(F)(F)F)c3)c2n1	6	26	-16	11	-1	-1	4	-2.8	-18
Cc1cccc(NC(=O)CSc2nc3nc(C)cc(C)c3c(=O)[nH]2)c1	12	6	-17	-14	-5	7	-2	0.5	-16
CC(NC(=O)/C(C#N)=C/c1cn[nH]c1-c1ccccc1)c1ccccc1 (stereo not given)	2	19	-25	5	-12	1	4	-0.6	-4

Screening results (PubChem)
